# KCNQ2 block: KCNQ2 potassium channel inhibitors, primary screen, cell-based, CHO-K1, FluxOR thallium flux, B-score (AID 2156) | O88943 | 20 min; stronger effect = lower value | B-score at 10 µM | 310,000 compounds, 1.1% hits;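 active means fluorescence ratio B-score at most minus 3 library SDs, with starting brightness B-score within 2 library SDs, cut at about -5.5 in these data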
# Target sequence (O88943 whole entry, looked up): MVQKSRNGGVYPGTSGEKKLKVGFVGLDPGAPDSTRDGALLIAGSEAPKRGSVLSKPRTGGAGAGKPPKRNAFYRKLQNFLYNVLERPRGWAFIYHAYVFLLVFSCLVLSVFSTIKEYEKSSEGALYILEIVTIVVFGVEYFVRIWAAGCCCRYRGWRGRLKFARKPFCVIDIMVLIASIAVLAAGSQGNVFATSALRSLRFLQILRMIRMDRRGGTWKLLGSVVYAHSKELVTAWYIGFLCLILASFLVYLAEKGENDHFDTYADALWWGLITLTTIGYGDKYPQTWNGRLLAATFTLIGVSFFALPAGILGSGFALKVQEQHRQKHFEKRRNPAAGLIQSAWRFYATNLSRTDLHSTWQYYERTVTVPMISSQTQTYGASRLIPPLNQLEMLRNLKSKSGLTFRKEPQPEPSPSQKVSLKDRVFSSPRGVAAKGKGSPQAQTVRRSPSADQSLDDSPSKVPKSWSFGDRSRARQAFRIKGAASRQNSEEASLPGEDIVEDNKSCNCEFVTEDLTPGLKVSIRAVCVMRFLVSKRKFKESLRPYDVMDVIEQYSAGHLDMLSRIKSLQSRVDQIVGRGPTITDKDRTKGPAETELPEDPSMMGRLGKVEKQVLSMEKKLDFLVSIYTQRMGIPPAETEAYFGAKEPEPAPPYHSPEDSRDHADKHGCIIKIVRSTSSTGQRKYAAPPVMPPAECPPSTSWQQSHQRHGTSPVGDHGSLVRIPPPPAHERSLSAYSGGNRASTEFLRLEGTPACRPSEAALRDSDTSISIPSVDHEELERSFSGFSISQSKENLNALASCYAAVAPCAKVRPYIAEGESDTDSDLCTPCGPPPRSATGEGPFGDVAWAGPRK
# CHT block: human CHT choline transport inhibition | Q9GZV3 | B-score at 10 µM | AID 488975 | 310,000 compounds, 0.86% hits | CHT-expressing cells, membrane potential dye, choline response; stronger effect = lower value;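 active means B-score over 3 SD under the library average, and starting fluorescence ratio not unusually high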;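 further: choline stimulus applied at its EC90 after an EC20 pre-addition; B-score computed on integrated fluorescence ratio after choline addition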
# Starred values were filed as active, the others as inactive; i = inactive; / = not tested or not shown.
KCNQ2 block | CHT block | SMILES
/ | i | O=S(=O)(c1ccccc1)N1CCN(Cc2cccc(Cl)c2)CC1
i | i | COc1ccc(N(CC(=O)NCc2ccc3c(c2)OCO3)S(C)(=O)=O)cc1OC
i | i | COc1ccc2nc(NC(=O)CSc3nnnn3C)sc2c1
i | i | COC(=O)c1nc2n(n1)C(c1ccc(OC)c(OC)c1)C(C(=O)OC1CCCCC1)=C(C)N2 (configuration not stated)
i | i | COc1cccc(NC(=O)NC2CCN(CC(=O)Nc3ccccc3[N+](=O)[O-])CC2)c1
i | i | Cc1ccc(S(=O)(=O)N2CCC(C(=O)OCC(=O)NC3(C#N)CCCCC3)CC2)cc1C
i | -10.9* | Cc1cccc(C(=O)N[C@H](C(=O)Nc2ncc(C)s2)C(C)C)c1
i | i | Cc1cc(C(=O)CSc2nnc(-c3ccncc3)n2-c2ccccc2)c(C)n1C
i | i | COC(=O)c1ccc2c(C)c(C(C)(C)O)[nH]c2c1
i | i | COC(=O)C(C)N1C(=O)S/C(=C/c2cc(C)n(C(C)C)c2C)C1=O (configuration not stated)
i | i | COCCCn1c(CCC(=O)O)ccc1-c1ccc(F)cc1
i | i | Cc1ccc(C(=O)O)cc1NC(=O)c1cccs1
i | i | Cc1ccc(C)n1-c1ccc(N2CCOCC2)c(Br)c1
i | i | O=c1[nH]cc(N=Cc2cc([N+](=O)[O-])ccc2O)c(=O)[nH]1
i | i | CCCCCCCOC(=O)c1ccc(OC(=O)c2cccnc2)cc1
i | i | CCn1ncc(C(=O)Nc2ccccc2C)c1C
i | i | O=C(CNCc1ccccn1)Nc1cc(C(F)(F)F)ccc1N1CCOCC1
i | i | Cc1onc(-c2ccccc2)c1CNS(=O)(=O)c1cccc(Br)c1
i | i | CS(=O)(=O)c1ccccc1-c1nnc(NC(=O)c2ccc3ncsc3c2)o1
i | i | C=CCN(c1ccc(C(=O)N2CCCC2)cc1)S(C)(=O)=O

# Grouped by structure: those above with sulfur (eleven)
KCNQ2 block | CHT block | SMILES
/ | i | O=S(=O)(c1ccccc1)N1CCN(Cc2cccc(Cl)c2)CC1
i | i | COc1ccc(N(CC(=O)NCc2ccc3c(c2)OCO3)S(C)(=O)=O)cc1OC
i | i | COc1ccc2nc(NC(=O)CSc3nnnn3C)sc2c1
i | i | Cc1ccc(S(=O)(=O)N2CCC(C(=O)OCC(=O)NC3(C#N)CCCCC3)CC2)cc1C
i | -10.9* | Cc1cccc(C(=O)N[C@H](C(=O)Nc2ncc(C)s2)C(C)C)c1
i | i | Cc1cc(C(=O)CSc2nnc(-c3ccncc3)n2-c2ccccc2)c(C)n1C
i | i | COC(=O)C(C)N1C(=O)S/C(=C/c2cc(C)n(C(C)C)c2C)C1=O (configuration not stated)
i | i | Cc1ccc(C(=O)O)cc1NC(=O)c1cccs1
i | i | Cc1onc(-c2ccccc2)c1CNS(=O)(=O)c1cccc(Br)c1
i | i | CS(=O)(=O)c1ccccc1-c1nnc(NC(=O)c2ccc3ncsc3c2)o1
i | i | C=CCN(c1ccc(C(=O)N2CCCC2)cc1)S(C)(=O)=O

# The listing picks up with the 3 entries that preceded the break.
KCNQ2 block | CHT block | SMILES
i | i | Cc1onc(-c2ccccc2)c1CNS(=O)(=O)c1cccc(Br)c1
i | i | CS(=O)(=O)c1ccccc1-c1nnc(NC(=O)c2ccc3ncsc3c2)o1
i | i | C=CCN(c1ccc(C(=O)N2CCCC2)cc1)S(C)(=O)=O
i | i | Cc1cc(S(=O)(=O)N2CCCC2)c(C)s1
i | i | COc1cccc(/C=C/C(=O)c2ccc[nH]2)c1
i | i | CCc1ccc(Nc2nnc(SCc3cc(=O)n4ccsc4n3)s2)cc1
i | i | COc1cc(-c2nnc3n(CCc4ccccc4)c(=O)c4ccccc4n23)cc(OC)c1OC
i | i | Cc1ccc2[nH]c(=O)c(COC(=O)C3CCCCC3)cc2c1
i | i | O=C(c1cccc([N+](=O)[O-])c1)N1CCN(S(=O)(=O)N2CCCCC2)CC1
i | i | CCOC(=O)CSc1nnc(Cn2nnc(-c3ccccc3)n2)n1C
i | i | Cc1c(-c2csc(N)n2)cnn1C
i | i | Cc1ccc(S(=O)(=O)N2CCN(C(=O)CCn3nc(C)c(C)c3C)CC2)cc1C
i | i | Cc1cccc(-c2n[nH]c(=S)n2/N=C/c2ccc(C)o2)c1
i | i | Cc1ccc(Nc2cc(C)nc3nc(C)nn23)cc1
i | i | O=C(c1cccs1)N(Cc1nc2sc3c(c2c(=O)[nH]1)CCCC3)C1CCCC1
i | i | CN(Cc1nc2ccccc2c(=O)[nH]1)Cc1nc2ccsc2c(=O)[nH]1
i | i | CC(=O)c1cn(CCCCCCCn2cc(C(C)=O)c(=O)[nH]c2=O)c(=O)[nH]c1=O
i | / | C=C(C)c1cccc(C(C)(C)NC(=O)N(C)C2CCN(C)CC2)c1
i | i | Cc1ccc(N2C(=O)N(CC(=O)N3CCCc4ccccc43)C(=O)C2C)cc1 (configuration not stated)
i | i | CCn1c(SCC(=O)Nc2ccc(OC)c(OC)c2)nnc1-c1cccs1
i | i | CCN1CCN(CCCNC(=O)c2cc3cc4ccc(OC)cc4nc3o2)CC1
i | i | O=C(O)c1ccn[nH]1
i | i | CCN(CC)S(=O)(=O)c1cccc(-c2nnc(SCC(N)=O)n2C)c1
i | i | CCCCC(CCC(=O)Nc1ccccc1C(=O)OCC)C(=O)O (configuration not stated)
i | i | Cc1nc(N2CCc3ccccc3C2)[nH]c(=O)c1CCC(C)C
i | i | CCCc1cc(=O)oc2cc(OCc3cc(OC)c(OC)c(OC)c3)c(Cl)cc12
i | i | CCOc1ccccc1N(C(=O)Nc1cccc(Cl)c1)C1=NC(C)CS1 (configuration not stated)
-5.93* | i | CN(C(=O)COC(=O)CCc1c[nH]c2ccccc12)C(c1ccccc1)c1ccccc1
i | i | O=C(O)c1cccc(N2C(=O)/C(=C/c3ccc([N+](=O)[O-])cc3)C=C2c2ccccc2)c1
i | -8.75* | Cc1ccc2nc(Nc3ccccc3)cc(C)c2c1
i | i | CC(=O)OCCc1c2ccccc2c(CCCN(C)C)c2ccccc12
i | i | COC(=O)c1cc(S(=O)(=O)N2CCN(c3ccc([N+](=O)[O-])cc3)CC2)c[nH]1
i | i | Nc1ccc(N=Nc2ccccc2O)c(N)c1
/ | i | Cc1ccc(S(=O)(=O)N2[C@@H](c3ccccc3F)C(C(=O)O)=CC[C@H]2c2cccs2)cc1
i | i | COc1ccc(C(=O)N/C=C/n2cnc3cc(C(F)(F)F)ccc32)cc1
i | i | CCOC(=O)C1=NN(C(=O)COc2ccccc2)C(O)(c2ccc(Br)cc2)C1 (configuration not stated)
i | i | Cc1occc1C(=O)NNC(=O)c1ccc(F)cc1
i | i | Cc1ccc(N(CC(=O)NC2CCC(C)CC2)S(=O)(=O)c2cccnc2)cc1 (configuration not stated)
i | i | Cc1ccc(NC(=O)CCc2c(C)nn(-c3ccc(N4CCOCC4)nn3)c2C)cc1
i | i | Clc1ccc(OCCn2c(-c3ccco3)nc3ccccc32)cc1
i | i | O=C(Nc1cc(C(F)(F)F)ccc1N1CCOCC1)c1ccc2ccccc2n1
i | i | COc1ccc(C(=O)NCC(=O)N/N=C/c2ccc([N+](=O)[O-])o2)cc1OC
i | i | COc1ccccc1CCNC(=O)C(=O)NCC1OCCN1S(=O)(=O)c1ccccc1 (configuration not stated)
i | i | N/C(=N\N=C/c1ccc(Br)cc1)N/N=C\c1ccc(Br)cc1
i | i | CSCC[C@H](NC(=O)N1CCn2c1nc1ccccc12)C(=O)NCc1ccc(F)cc1
i | i | CC1Cc2ccccc2N1C(=O)CSc1nnc(-c2ccc(S(=O)(=O)N3CCCC3)cc2)n1C (configuration not stated)
i | i | CCOC(=O)c1cnc2ccc(OCC)cc2c1NCc1ccccc1OC
i | i | CCCn1cc(NC(=O)c2cc3n(n2)C(C(F)(F)F)CC(c2ccccc2)N3)cn1 (configuration not stated)
i | i | COc1ccccc1N(CC(=O)NCc1ccco1)S(=O)(=O)c1ccc(C)cc1
i | i | COC(=O)Cc1ccc(OCc2ccc(Cl)nc2)cc1
i | i | CCC1CN(C(=O)N2CCC(C(=O)NCc3ccccc3OC)CC2)c2ccccc2O1 (configuration not stated)
i | i | Cc1sc2ccccc2[n+]1CCC(C)S(=O)(=O)[O-] (configuration not stated)
i | i | CCN1CCCC1CNC(=O)CCc1nnc(CCC2CCCCC2)o1 (configuration not stated)
i | i | CNC(=O)c1c(NC(=O)c2cccc(C)c2)sc2c1CCC2
i | i | CCN1CCN(C(=O)c2ccc3c(Cl)c4c(nc3c2)CCCC4)CC1
i | i | C#CCOCCOCCOCCNc1nc(N2CCN(C(=O)Cn3cc(CCO)nn3)CC2)nc(N2CCN(C(=O)[C@H]([C@@H](C)O)n3cc(CCCCN)nn3)CC2)n1
i | i | C=CCc1cc(/C=C2/NC(=O)N(CC)C2=O)cc(OCC)c1OCc1ccc(C(=O)O)cc1
i | i | Cc1cc(C)nc(Nc2n[nH]c(COc3ccc(Cl)cc3)n2)n1
i | i | Cc1cccc(N/C=C/C(=C(C#N)C#N)N(C)C)c1
i | i | O=C(Nc1nccs1)C1CCCCN1S(=O)(=O)c1ccccc1 (configuration not stated)
i | i | COc1ccc(C(=O)c2c(C(F)(F)F)oc3c2C(=O)c2ccccc2C3=O)cc1OC
i | i | O=C(C1CC(Cl)CN1S(=O)(=O)c1ccc(Cl)cc1)N1CCOCC1 (configuration not stated)
i | i | COc1ccc(NC(=O)C2CCOC2=O)cc1 (configuration not stated)

# Going on with the list.
KCNQ2 block | CHT block | SMILES
i | i | COc1ccc(C(=O)/C=C/Sc2nc3ccccc3o2)cc1
i | i | CCN(CC)CCN(C(=O)c1ccc2c(c1)OCCO2)c1nc2c(Cl)cccc2s1
i | i | c1ccc(C(c2nnnn2C2CCCCC2)N2CCc3ccccc3C2)nc1 (configuration not stated)
i | i | COCCOn1c(SCCOC)nc2ccccc2c1=O
i | i | COc1ccc2c(c1)C(c1ccc(N3CCOCC3)cc1)=NNC(c1cccnc1)=N2
i | i | CN(C(=O)CSCC(=O)O)C1CCCCC1
i | i | O=C(NC(O)C(=O)c1ccccc1)c1ccc(F)cc1 (configuration not stated)
i | i | CCOC(=O)c1c(C=O)c(C)n(Cc2ccccc2)c1C
i | i | COc1ccc(NC(=O)CN(C)C(=O)c2ccc(NS(=O)(=O)c3ccc(C)c([N+](=O)[O-])c3)cc2)cc1
i | i | O=C(Nc1cccnc1)c1ccc(Cl)c([N+](=O)[O-])c1
i | i | COc1ccccc1NC(=O)C(=O)NNC(=O)COc1ccc2ccccc2c1
i | i | Oc1ccc(/C=C/c2cnccn2)cc1
i | i | Oc1cccc(Nc2nc(-c3ccccc3)nc3ccccc23)c1
i | i | Cc1ccc(C2CC(c3ccco3)n3nc(N)nc3N2)cc1 (configuration not stated)
i | i | O=C(NC1(C(F)(F)F)N=C2SCCN2C1=O)c1ccco1 (configuration not stated)
i | -5.02* | Cc1cccc(N2CCN(C(=O)C3CCN(c4ncnc5c4nc4n5CCCCC4)CC3)CC2C)c1 (configuration not stated)
i | i | O=C(COC(=O)c1ccc(O)cc1)Nc1ccc(OC(F)F)cc1
i | i | Cc1ccc(NS(=O)(=O)c2ccc(C(=O)N3CC(C)OC(C)C3)cc2)cc1 (configuration not stated)
i | i | Cn1cc([N+](=O)[O-])c(C(=O)Nc2ccn(C34CC5CC(CC(C5)C3)C4)n2)n1
i | i | Cc1ccc2cccc(Oc3ncnc4scc(-c5ccc(Cl)cc5)c34)c2n1
i | i | COc1cccc(CN2CCN(Cc3cc(OC)c(OC)cc3[N+](=O)[O-])CC2)c1
i | i | COc1ccc(CC(NC(C)=O)C(=O)NC2CCN(C(=O)Nc3ccc(Cl)cc3)CC2)cc1OC (configuration not stated)
i | i | O=C(NCc1ccccn1)C(=O)C1C(=O)Nc2ccccc21 (configuration not stated)
i | i | CCOC(=O)c1c(C)c(-c2ccccc2)n(CC(=O)N2CCCC2)c1C
i | i | CC1CCCN(CCC(=O)Nc2ccc3c(c2)CCC3)C1 (configuration not stated)
i | i | Cc1nc2ccccc2c(=O)n1NC(=O)c1cccnc1Cl
i | i | CCN1CCN(Cc2ccc(NC(=O)c3ccc(C)c(/C=C/c4cnc(Nc5cc(N6CCNCC6)nc(C)n5)cn4)c3)cc2C(F)(F)F)CC1
i | i | CCn1nnnc1SCC(=O)Nc1nc2ccccc2s1
i | i | c1cncc(-c2noc(-c3ccc4ccccc4c3)n2)c1
i | i | Cc1ccc(S(=O)(=O)N(Cc2cc3ccccc3[nH]c2=O)CC2CCCO2)cc1 (configuration not stated)
i | i | NS(=O)(=O)c1ccc(NC2=CC(c3ccc(F)cc3)N(c3ccc(S(N)(=O)=O)cc3)C2=O)cc1 (configuration not stated)
i | i | Cc1nc2ccc(S(=O)(=O)NCC(=O)N(C)Cc3ccccc3)cc2s1
i | i | CN(C)C=Nc1ncc2c([nH]c3ccccc32)c1C#N
i | i | O=C(NCc1ccc(Cl)cc1)C1CCN(S(=O)(=O)c2cccs2)CC1
i | i | COc1ccccc1C(=O)n1nc(-c2cccnc2)nc1N
i | i | COc1ccc(C(CNCC(O)COc2c(C)ccc(C)c2C)N(C)C)cc1 (configuration not stated)
i | i | CN(CCC#N)CC(=O)Nc1ccc(S(N)(=O)=O)cc1
i | i | O=C1C2C(C(=O)N1CCc1ccccc1)C1C=CC2C12CC2 (configuration not stated)
i | i | CN(C)CCNC(=O)c1ccccc1-c1ccccc1
i | i | COc1ccccc1/C=C/C(=O)c1c2c(c(C)[nH]c1=O)CCCC2
i | i | O=C(N/N=C/c1ccc(O)cc1)c1cc(C23CC4CC(CC(C4)C2)C3)[nH]n1
i | i | C=CCNC(=S)N(CC=C)C1CCS(=O)(=O)C1 (configuration not stated)
i | i | O=C(Nc1cc(C(=O)N2CCCC2)ccc1N1CCCC1)c1ccccc1F
